# Screening results (PubChem BioAssay)
# AI-2 QS modul: modulates the Vibrio harveyi AI-2 quorum sensing system | Vibrio harveyi JMH597 AI-2 luminescence/OD600 ratio, 9 h; active compounds read low; strain lacks LuxN and CqsS sensors; 0 = neutral-control median | 0.4% of 300,000 active | AID 2094 | activity change, % at 7.5 µM; in the data active means activity change below about -75%, passing the limit was not always enough; inconclusive means no clear call, values can overlap the other calls;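 further: luminescence divided by OD600 gain over 9 h not by final OD600 alone; inactives centre near 13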
# HIF act: HIF pathway transcriptional activation. 0.32% of 300,000 active. U2OS HRE-luciferase reporter, luminescence; normalized: DMSO 0%, desferrioxamine 100%. activation, % at 7.5 µM (by protocol);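 active means mean activation of at least 10% of the iron chelator positive control signal, with at least half of replicates also reaching 10%; inconclusive means mean and replicate majority disagree about reaching 10%; inactive means mean and most replicates under 10%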
# HSF1 inh: HSF1 inhibition; NIH3T3-HGL HSE-luciferase, MG132-induced, luminescence 8 h; active compounds read low; activity change, negative = inhibition, % at 7.5 µM (by protocol); 0.77% of 300,000 active; AID 2098;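 active means more than half of replicate wells show activity change below -50%, luminescence cut by over half; inconclusive means some wells, but at most half, below -50%; inactive means no replicate well below -50%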;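 further: luciferase reports HSF-1 transcriptional activity via heat shock element; 0% = median of DMSO wells and -100% = zero luminescence signal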
# HSF-1 act: increases HSF-1 driven luciferase reporter signal | NIH3T3-HGL HSF-1 luciferase reporter, MG132, 8 h; 100% = twice DMSO control signal | activation, % at 9 µM | 1.7% of 300,000 active | AID 504408;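 active means mean replicate activation of at least 50% with a set share of replicates each reaching 50%; inconclusive means only one of those two conditions met; inactive means mean below 50% and too few replicates reaching it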;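 further: 0% = median of the neutral control wells and 100% = twice that signal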
# HSP90 refold inh: inhibitors of HSP90 luciferase refolding in rabbit reticulocyte lysate. luciferase refolding luminescence, 3 h. inhibition, % at 5.6 µM. 0.91% of 290,000 active. AID 1789;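 active means inhibition above the screen-wide mean plus 3 SD, computed separately per campaign, cut at about 16% in these data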;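 further: 0% = DMSO wells and 100% = 60 µM geldanamycin wells; inhibitors lower the luminescence because luciferase stays unfolded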
# aSyn 5UTR inh: 5' untranslated region of α-synuclein, MLPCN primary screen | inhibition, % (tested at 7.5 µM) | alpha-synuclein 5'UTR reporter, inhibitor activity | 0.82% of 300,000 active | AID 1813; in the data active means inhibition above about 60%; inconclusive means no clear call, values can overlap the other calls;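 further: H4 neuroglioblastoma cells stably carrying SNCA 5'UTR luciferase fusion; 0% = DMSO wells and 100% = positive control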
# IEC-6 tox: IEC-6 cytotoxicity, counter-screen for KLF5 inhibitors; 0.78% of 290,000 active; AID 1825; inhibition, % at 5 µM; luminescence viability; in the data active means inhibition above about 22%;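 further: 0% = plate median of test compound wells and 100% = cytotoxic reference compound wells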
# KLF5 inhibitor: kruppel-like factor 5 inhibition. DLD-1 KLF5 promoter-luciferase reporter, luminescence. inhibition, % at 5 µM. 0.23% of 290,000 active;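 active means inhibition above a per-plate limit of that plate's mean compound inhibition plus 3 SD, cut at about 60% in these data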;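 further: 0% = DMSO wells and 100% = LY294002 at 200 µM; higher means less KLF5 promoter-driven luciferase light; inactives centre near -14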
# Platelet DG rel: platelet dense granule release activity | human platelet-rich plasma, SFLLRN dense granule ATP release, luminescence | inhibition, %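 (compounds screened at 7.5 µM in platelet-rich plasma)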 | 0.22% of 300,000 active | AID 1663;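 active means mean replicate score, as percent of positive control, at or above 50; inconclusive means mean below 50 but at least one replicate at or above 50; inactive means mean and every replicate below 50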
# HDAC3 inhib: blocks human histone deacetylase 3. O15379. recombinant HDAC3, fluorogenic peptide/trypsin coupled, fluorescence. inhibition, % at 8.3 µM. 0.15% of 320,000 active; in the data active means inhibition above about 26%, passing the limit was not always enough; inconclusive means no clear call, values can overlap the other calls
# Target sequence (O15379 whole entry, looked up): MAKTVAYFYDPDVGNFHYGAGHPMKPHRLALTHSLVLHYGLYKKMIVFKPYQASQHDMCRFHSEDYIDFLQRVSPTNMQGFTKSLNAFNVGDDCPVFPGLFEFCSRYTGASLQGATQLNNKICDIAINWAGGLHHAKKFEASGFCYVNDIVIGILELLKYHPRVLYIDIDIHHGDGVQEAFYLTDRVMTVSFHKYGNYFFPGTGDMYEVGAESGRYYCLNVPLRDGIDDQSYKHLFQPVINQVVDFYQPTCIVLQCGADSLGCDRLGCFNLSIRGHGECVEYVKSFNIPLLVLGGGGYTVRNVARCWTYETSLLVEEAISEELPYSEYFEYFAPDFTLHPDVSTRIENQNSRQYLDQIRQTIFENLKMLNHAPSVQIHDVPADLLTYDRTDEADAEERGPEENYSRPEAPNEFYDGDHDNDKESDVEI
# Numbers without * were called inactive; ? = inconclusive; / = not tested or not shown.
SMILES,AI-2 QS modul,HIF act,HSF1 inh,HSF-1 act,HSP90 refold inh,aSyn 5UTR inh,IEC-6 tox,KLF5 inhibitor,Platelet DG rel,HDAC3 inhib
Nc1c(S(=O)(=O)c2cccc(Cl)c2)c2nc3ccccc3nc2n1/N=C/c1ccc(O)c(O)c1,13,0.6,19,34,-2,89*,4,23,5,8
Cc1ccc(N2CCN(/N=C/c3ccncc3)CC2)cc1,4,0.7,-5,5,-4,2,0,-8,-2,6
CCOc1ccc(NC2=CC(=O)CC(c3ccco3)C2)cc1 (stereo not drawn),-30,0.6,0,-20,-1,-9,1,-21,-5,9
CCN(CC(=O)Nc1ccc(NC(C)=O)cc1)C(=O)c1oc2ccccc2c1C,-15,0.2,-7,11,/,-5,/,/,-23,1
COc1cc([N+](=O)[O-])ccc1NC(=O)CN(C)C,34,-0.3,-6,-4,0,-30,-2,-23,2,9
CCOC(=O)C1CCCN(Cc2cccs2)C1 (stereo not drawn),23,0.0,-2,-4,4,7,-1,-1,-4,4
Cc1ccc(S(=O)(=O)N(Cc2cccc([N+](=O)[O-])c2)C(=O)N2CCN(C)CC2)cc1,33,-3.4,-1,17,/,8,/,/,2,/
CS(=O)(=O)c1ccc(Cl)c(C(=O)NCC2CCCCC2)c1,17,-0.5,20,?,1,-8,-4,-31,0,/
COCCN(C(C)=O)c1nnc(-c2ccccn2)s1,24,1.1,-1,6,0,-66,-2,-20,6,1
CCOC(=O)c1cn(CC2CC2)c2cc(F)c(F)cc2c1=O,-26,-0.4,-12,1,-2,-5,0,-9,1,-12
Cc1cc2nc(/C(C#N)=C\c3ccc(-c4ccccc4C(=O)O)o3)[nH]c2cc1C,14,0.2,-7,15,-4,-7,-6,2,-11,-1
CCC(CC)C(=O)Nc1nnc(S(=O)(=O)N2CCCc3ccccc32)s1,23,0.4,-1,-2,7,3,-6,-10,-10,-1
CCCCn1c(N)c(N(CC(C)C)C(=O)c2ccc(-c3ccc(C(C)=O)cc3)o2)c(=O)[nH]c1=O,-3,0.8,-4,-5,/,-16,/,/,-1,-10
O=C1CN(c2ccccc2)C(=S)N1C(=O)c1ccc(Br)cc1,5,5.6,15,49,1,-150,2,-136,16,-6
Cc1cc(=O)oc2cc(Oc3ccc([N+](=O)[O-])cc3C(F)(F)F)ccc12,13,-2.4,-5,22,0,-11,-10,-8,3,?
COc1ccc(NC(=O)N2CCn3c2nc2ccccc23)cc1,16,0.7,2,11,-5,-64,8,-6,11,6
Brc1ccc(-n2cc(-c3ccccc3)c3c(NN4CCOCC4)ncnc32)cc1,-6,-0.3,-6,3,1,14,-6,-19,-7,5
COc1ccc2nc(N/C(N)=N/C(=S)Nc3cccc(C)c3)nc(C)c2c1,29,-3.4,3,30,2,-2,-1,1,-1,0
O=C(NC(=O)c1c(F)cccc1F)Nc1ccccc1SC(F)F,-18,0.7,7,33,8,13,3,-6,-23,-1
CCOc1cc(CNCc2ccc3c(c2)OCO3)ccc1OC,12,0.9,0,-2,0,-6,1,-5,-2,7
O=C(CSCc1ccc(Cl)cc1)Nc1cccc(C(=O)Nc2ccccc2C(=O)O)c1,13,0.2,-6,-18,-3,4,-1,-19,-1,2
Cc1ccc(N(CC(=O)NC(C)(C)C)C(=O)CCC(=O)Nc2nccs2)cc1C,-2,0.6,-4,3,2,-5,-3,-50,13,0
CC(CCc1ccccc1)NC(=O)CN1CCc2ccccc2C1 (stereo not drawn),8,-0.5,51,94*,5,16,1,-13,1,3
COc1ccc(S(=O)(=O)N2CCN(Cc3c[nH]c4ccccc34)CC2)cc1,1,-1.2,3,-10,-4,3,-9,-51,2,4
CC1CN(C(=S)Nc2ccccc2)N(c2ccccc2)C1 (stereo not drawn),10,0.1,-1,19,-3,-7,-2,-49,5,4
C=CCN=C1N[C@@H](c2ccccc2)C(C(=O)OC)=C(C)N1CC,7,-0.4,-6,4,-3,8,-1,-25,6,7
Cc1cccc(NC(=O)[C@H](Cc2c[nH]c3ccccc23)NC(=O)[C@@H]2Cc3ccccc3CN2)c1,26,-0.5,5,3,1,32,-2,20,0,-1
O=C(N/C(=C\c1ccc(O)cc1)C(=O)N1CCCCC1)c1ccccc1,-1,0.8,-3,-8,5,-3,0,-7,-2,-5
COc1ccc(C(=O)CSc2nn3c(=O)c(C(C)(C)C)nnc3s2)cc1,17,0.5,-19,-31,4,-24,5,-31,3,0
CCCn1c(N)c(C(=O)CSc2nc3ccccc3n2CCC#N)c(=O)n(C)c1=O,30,-0.4,-7,-7,-1,20,1,-13,-3,4
CCCCc1nc(SCC(=O)N2CCCCC2)c2c(=O)n(C)c(=O)n(C)c2n1,17,-0.1,2,-14,/,9,/,/,4,-6
Cc1c(C(=O)Nc2ccc(S(N)(=O)=O)cc2)oc2ccc(Cl)cc12,-3,-0.2,-7,6,-6,30,-5,-21,0,-8
COc1ccc(NC(=O)COc2cccc3c2CCNC3=O)cc1,19,1.1,3,5,/,8,/,/,2,/
Cc1ccc(S(=O)(=O)Nc2nc(C)c(NC(=O)OCCCl)s2)cc1,42,1.0,24,5,7,3,-2,-18,2,-7
COc1ccc(CN(Cc2cccn2C)S(=O)(=O)c2ccc(C)cc2)cc1,16,-1.2,-5,-5,-6,13,-2,-15,-2,9
CCOC(=O)/C(C#N)=C/C=C1/C=CC=CN1C,28,0.9,3,35,5,-63,-7,-27,1,15
Nc1c(C=C2C=CC(=O)C=C2)c(=O)nc2snc(SCc3ccccc3)n12,51,0.6,7,24,-1,-27,0,-33,-4,-6
COC(=O)/C(=C\C(=O)c1ccc([N+](=O)[O-])cc1)Nc1ccc(OC)cc1,4,1.4,-4,9,-2,3,0,-28,-1,1
CC(=O)Nc1ccc(S(=O)(=O)Nc2ccc3c(c2)n(C)c(=O)n3C)c(C)c1,11,-0.5,2,-2,-5,-15,0,-5,1,0
CCCNC(=O)CCc1c(C)nc2nc(-c3cc(OC)cc(OC)c3)nn2c1C,24,0.0,-7,7,3,18,2,-18,0,4
Cc1c(C(=O)NCCSCc2c(F)cccc2Cl)cnn1-c1ccc(Cl)cc1,-2,0.2,-3,11,6,-7,4,11,-1,4
CCOc1ncccc1C(=O)OCC(=O)Nc1ccc(C(N)=O)cc1,-11,0.6,1,-2,5,9,3,-25,1,/
COc1ccc(CNC(=O)[C@@H]2CC=C[C@@H]3CCN(C4CC4)C(=O)[C@@H]32)cc1,17,0.2,3,-3,/,7,/,/,-1,0
O=C1CCC(=O)N(O)CCCCCNC(=O)CCC(=O)N(O)CCCCNC(=O)CCC(=O)N(O)CCCCCN1,-56,-0.1,9,0,/,4,/,/,-5,-3
Cc1nn(-c2ccccc2)c(C)c1C(=O)NCc1cccs1,43,-0.3,-6,-1,2,2,-3,-13,15,-1
Cc1cc2c(NC3CCCCC3)ncnc2s1,9,0.3,-1,8,4,-4,7,-30,-6,-1
CC1CCCC(NC(=O)CCNC(=O)c2ccc(Cl)cc2)C1C (stereo not drawn),19,1.1,-3,-18,/,2,/,/,0,1
O=C(NC1CCCCCC1)C1CCC(CNS(=O)(=O)c2ccc(Br)s2)CC1 (stereo not drawn),25,-3.7,-41,-53,1,17,0,-10,7,1
Cc1ccc(C(=O)NCCc2ccc(F)cc2)s1,-9,-1.2,54,46,0,-51,2,-120,-7,-4
Cc1ccc(C)n1CCN1CCN(S(=O)(=O)c2ccc(F)cc2F)CC1,32,-0.3,1,0,8,-5,-9,-14,3,4

# The list goes on:
SMILES,AI-2 QS modul,HIF act,HSF1 inh,HSF-1 act,HSP90 refold inh,aSyn 5UTR inh,IEC-6 tox,KLF5 inhibitor,Platelet DG rel,HDAC3 inhib
CCCCn1c(SCC(N)=O)nc2c(sc3ccccc32)c1=O,16,-0.2,-4,15,-1,19,1,-45,-1,2
O=C(c1ccc2c(c1)OCO2)N1CCN(c2ccc(Cl)cc2)CC1,13,0.3,2,16,3,16,6,22,-3,3
CCOC(=O)c1sc(NS(=O)(=O)c2ccccc2)nc1C,46,0.0,8,3,-2,12,0,-19,0,3
CC1(C)N(O)CC(c2cccs2)=[N+]1[O-],14,1.9,10,-5,5,-47,2,-5,4,-5
O=C(Nc1ccccc1C(=O)NCCCN1CCOCC1)c1ccc(F)cc1,16,-0.4,-14,-3,-2,-3,-2,-11,-12,1
CSC1=NC2(CCCCC2)CC12C=CC(=O)C=C2,6,-0.4,0,-3,-2,-63,-5,-18,-5,0
NC(=O)C1CCN(CC(O)COCc2ccccc2Cl)CC1 (stereo not drawn),20,-2.8,-10,-9,-4,9,-7,-26,-3,-4
CC1(C)c2[nH]c3ccccc3c2C[C@@H]2C(=O)N(Cc3ccccc3)C(=O)N21,9,-0.1,2,0,/,6,/,/,5,13
CC(C)(C)C(=O)C1=C(O)C(=O)N(Cc2ccccc2)C1c1ccccc1F (stereo not drawn),25,-0.3,6,35,-3,13,-3,-5,7,2
COc1ccc(OC)c(NC(=O)c2cccnc2)c1,3,-1.0,7,16,-4,7,-4,-24,-1,-6
COC(CNC(=O)C1CC(=O)N(CCc2ccc(C)cc2)C1)OC (stereo not drawn),21,0.0,-1,7,1,-11,-6,-34,-7,-1

# Rewritten with two lines to a compound: nine of the compounds above.
# Order of values: AI-2 QS modul	HIF act	HSF1 inh	HSF-1 act	HSP90 refold inh	aSyn 5UTR inh	IEC-6 tox	KLF5 inhibitor	Platelet DG rel	HDAC3 inhib
> CCOC(=O)c1sc(NS(=O)(=O)c2ccccc2)nc1C
 : 46	0.0	8	3	-2	12	0	-19	0	3
> CC1(C)N(O)CC(c2cccs2)=[N+]1[O-]
 : 14	1.9	10	-5	5	-47	2	-5	4	-5
> O=C(Nc1ccccc1C(=O)NCCCN1CCOCC1)c1ccc(F)cc1
 : 16	-0.4	-14	-3	-2	-3	-2	-11	-12	1
> CSC1=NC2(CCCCC2)CC12C=CC(=O)C=C2
 : 6	-0.4	0	-3	-2	-63	-5	-18	-5	0
> NC(=O)C1CCN(CC(O)COCc2ccccc2Cl)CC1 (stereo not drawn)
 : 20	-2.8	-10	-9	-4	9	-7	-26	-3	-4
> CC1(C)c2[nH]c3ccccc3c2C[C@@H]2C(=O)N(Cc3ccccc3)C(=O)N21
 : 9	-0.1	2	0	/	6	/	/	5	13
> CC(C)(C)C(=O)C1=C(O)C(=O)N(Cc2ccccc2)C1c1ccccc1F (stereo not drawn)
 : 25	-0.3	6	35	-3	13	-3	-5	7	2
> COc1ccc(OC)c(NC(=O)c2cccnc2)c1
 : 3	-1.0	7	16	-4	7	-4	-24	-1	-6
> COC(CNC(=O)C1CC(=O)N(CCc2ccc(C)cc2)C1)OC (stereo not drawn)
 : 21	0.0	-1	7	1	-11	-6	-34	-7	-1
